Assay outcomes from PubChem BioAssay.
Diaphorase act – activates diaphorase or chemically reduces, flagging diaphorase assay artifacts; Diaphorase/resazurin coupled assay, resorufin fluorescence, 16 min; hits give high values; 1 = vehicle wells, 0 = NADH-free wells; AID 1229; 0.005% of 190,000 active; activation factor at 20 µM;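 active = diaphorase activity raised at least twofold by the compound at 20 µM; inactive = activation factor below 2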
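Material: Clostridium kluyveri diaphorase, purified enzyme; Quantity: enzyme 0.07 U/mL final; Medium: HEPES pH 7.4 buffer with MgCl2 and Tween 20; Dosing: single compound dose of 20 µM, 1% DMSO final; Schedule: 16 min reaction at room temperature; Measured by: red resorufin fluorescence at 544/590 nm excitation/emission.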
G6PDH CS – inhibits Leuconostoc G6PDH, flagging false hits in G6PDH-based assays; Purified L. mesenteroides G6PDH, diaphorase/resazurin coupled fluorescence, 45 min; inhibition, % at 5 µM; 0.12% of 200,000 active; AID 1020; in the data active = inhibition above about 50%
STAT1 act – STAT1 signaling activation. 2.6% of 200,000 active. activation (% of control), % at 5.5 µM. NIH 3T3 STAT1-luciferase reporter, IFN-gamma, luminescence; 100% = IFN-gamma alone, no compound;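 active = activation above the screen-wide mean activation plus 3 SD, cut at about 130% in these data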;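 note: raw ratio to IFN-gamma control signal so 100% means no change and 0% no light; values of inactives mirror those of a sister screen read the other way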
TLR4 MyD88 comp – blocks binding of human TLR4 to MyD88; O00206+Q99836; HeLa CL3-4 TLR4/MyD88 BLA complementation, FRET ratio; inhibition, % at 8.4 µM; 0.18% of 200,000 active; in the data active = inhibition above about 25%;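 note: 0% = vehicle and 100% = reference inhibitor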
NF-kB expr up – NF-kB expression increase, human neuronal cells | NF-kB reporter expression; hits give high values | fold change at 12.5 µM | 1.6% of 190,000 active; in the data active = fold change above about 3.3
APP transl inh – APP translation inhibition. 0.82% of 190,000 active. inhibition, % at 2 µM. AID 1285. SH-SY5Y APP 5'UTR-luciferase reporter, luminescence;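 active = inhibition above a set limit, derived from the sample mean plus 3 SD, cut at about 45% in these data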; note: values of inactives mirror those of a sister screen read the other way
Diaphorase inh – counter-screen for diaphorase-based assays: diaphorase inhibitors and chemical oxidizers; diaphorase resazurin-to-resorufin fluorescence, NADH, 16 min; bacterial (C. kluyveri) enzyme, not human; inhibition, % at 20 µM; 0.69% of 190,000 active;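 active = primary screen inhibition at 20 µM above a set limit, cut at about 50% in these data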;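 note: plate controls were DMSO with full reaction for no effect and wells lacking NADH for full effect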
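Detection: fluorescence of resorufin formed from resazurin, Ex 544/Em 590 nm; test system: Clostridium kluyveri diaphorase enzyme; amount: 0.14 U/mL diaphorase, enzyme working solution; times: 16-min room-temperature incubation before reading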
FLuc act counter – affects firefly luciferase, flagging false hits in luciferase stimulation screens | AID 1027 | 200,000 tested, under 10 active | activation factor at 10 µM | ATPlite luciferase biochemical, luminescence, 10 min; 0 = ATP-free wells, 1 = DMSO control;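 active = luciferase activation factor, scaled between plate controls, of at least 2 with compound at 10 µM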
Target sequence (P08659 whole entry, looked up): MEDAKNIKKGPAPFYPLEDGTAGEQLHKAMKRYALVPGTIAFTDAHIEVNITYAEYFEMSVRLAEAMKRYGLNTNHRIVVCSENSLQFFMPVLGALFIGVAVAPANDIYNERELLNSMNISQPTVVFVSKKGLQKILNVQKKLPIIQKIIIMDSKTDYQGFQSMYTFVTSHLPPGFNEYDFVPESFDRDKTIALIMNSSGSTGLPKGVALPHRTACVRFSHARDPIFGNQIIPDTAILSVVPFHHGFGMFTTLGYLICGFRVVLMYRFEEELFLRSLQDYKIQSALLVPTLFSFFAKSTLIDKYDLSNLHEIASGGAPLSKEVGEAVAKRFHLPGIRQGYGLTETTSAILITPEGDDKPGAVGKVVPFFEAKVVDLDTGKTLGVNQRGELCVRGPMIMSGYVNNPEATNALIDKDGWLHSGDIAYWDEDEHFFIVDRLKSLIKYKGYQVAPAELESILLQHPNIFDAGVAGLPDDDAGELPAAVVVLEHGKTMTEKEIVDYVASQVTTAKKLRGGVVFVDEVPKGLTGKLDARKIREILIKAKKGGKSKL
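Material: Luciferase/luciferin reagent mix; Doses: test compounds dosed from 2 mM stocks in 100% DMSO; Schedule: 10 min incubation after luciferase reagent addition, room temperature; Measured by: luminescence from luciferase reaction; Read-out: luminescence gain marking luciferase activators.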
APP 5'UTR act – APP 5'UTR luciferase reporter activation. SH-SY5Y APP 5'UTR luciferase reporter, luminescence; zero percent = DMSO vehicle wells. activation, % at 2 µM. 1% of 190,000 active. AID 1276;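 active = activation above a set limit, based on mean plus 3 SD of controls, cut at about 140% in these data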; note: values of inactives mirror those of a sister screen read the other way
FLuc inh counter – Photinus pyralis luciferase inhibition counter-screen; P08659; ATPLite firefly luciferase biochemical luminescence, 10 min; inhibition, % at 10 µM; 1.5% of 200,000 active;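 active = inhibition above about 50% when tested at 10 µM, limit read from the data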
The depositor's hits bear a star; . = no result given.

SMILES	Diaphorase act	G6PDH CS	STAT1 act	TLR4 MyD88 comp	NF-kB expr up	APP transl inh	Diaphorase inh	FLuc act counter	APP 5'UTR act	FLuc inh counter
O=C(c1cc2ccccc2oc1=O)N(Cc1ccco1)CC1CCCO1 (centres undefined)	1	3.3	97.2	-3.9	1.02	-5.4	1.8	1.1	5.4	-5.9
Cc1cc(C)n(-c2ccc3cccc(NS(C)(=O)=O)c3n2)n1	1	5.2	99.0	5.5	1.27	-17.9	-0.6	1.1	17.9	-6.2
CCN1CCN(Cc2ccc(OC)c(OCc3ccccc3)c2)CC1	0.8	12.3	98.7	1.2	1.2	-22.9	17.1	1	22.9	-4.0
CCOC(=O)CNS(=O)(=O)c1cc(-c2nn(C)c(=O)c3ccccc23)ccc1C	1	10.5	91.4	-7.4	0.66	-9.0	-2.9	1.1	9.0	-5.1
COc1ccc2c(c1)-c1nc(/N=C/c3ccc(O)cc3)sc1CC2	0.4	26.1	112.6	-7.2	1.06	15.4	56.1*	1	-15.4	3.5
CC1=C(C(N)=O)C(c2cccc(OCc3ccccc3)c2)n2nnnc2N1 (centres undefined)	1	2.1	102.1	8.2	1.17	2.6	0.0	1.1	-2.6	-5.2
O=C(NCc1cccs1)C1CCCN1C(=O)Nc1ccccc1 (centres undefined)	0.9	3.7	100.8	-10.1	1.07	2.9	12.2	1	-2.9	0.4
Cc1cc(C(C)(C)C)oc1C(=O)O	1.1	5.1	90.5	-11.0	1.39	-16.6	-7.3	1.1	16.6	-5.8
CCC(C)[C@H](NC(=O)OC(C)(C)C)C(=O)N/N=C/C1=Cc2ccccc2OC1 (some centres undefined)	0.8	-2.6	102.8	-3.3	0.38	1.9	15.7	0.9	-1.9	8.8
COC(=O)CSc1nc2ccccn2c(=O)c1C=O	0.9	3.9	86.2	0.5	1.81	-18.3	8.8	1	18.3	-4.5
Cc1ccc(CN2CCNC(=O)C2CC(=O)NCCCn2cccn2)o1 (centres undefined)	0.9	17.2	98.7	7.4	1.13	-17.9	13.0	1.1	17.9	-5.1
CCCNC(=O)Nc1ccc(NC(C)=O)cc1	0.8	-3.7	104.0	-8.8	1.55	-1.8	17.6	1	1.8	-3.6
CCN(Cc1ccccc1)Cc1nc(CCc2ccccc2)no1	0.8	12.0	100.5	15.6	0.97	-7.4	16.2	1.1	7.4	-9.5
COc1ccc(OCCNC(=O)C(Cc2c[nH]c3ccccc23)NC(C)=O)cc1 (centres undefined)	0.9	-3.3	96.7	3.6	1.34	-27.2	5.3	1	27.2	-2.9
COc1ccc(NC(=O)C2CCCN(S(=O)(=O)c3cccnc3)C2)c(OC)c1 (centres undefined)	0.9	9.1	92.0	-11.7	1.05	-9.4	6.0	1	9.4	-0.4
C=CCSc1nnc(-c2ccncc2)n1-c1ccc(OCC)cc1	0.9	-25.9	100.8	5.9	0.82	5.8	12.5	1	-5.8	-4.0
CCOC(=O)c1c(NC(=O)CSc2nc3c(c(=O)n(C)c(=O)n3C)n2CC)sc(C)c1C	1	-0.4	.	.	.	.	0.8	1	.	-1.5
Cc1nn(CC(=O)N2CCc3ccccc3C2)c(C)c1[N+](=O)[O-]	0.9	5.5	97.8	4.4	1.16	6.7	6.7	1.1	-6.7	-7.8
C#CC1(NC(=O)N(C)C)CCCCC1	1	7.1	93.8	-27.3	1.35	-20.0	4.6	1	20.0	-2.4
Cc1cccc(C)c1NC(=O)C(NS(=O)(=O)c1cccs1)c1ccccc1 (centres undefined)	0.9	1.3	96.5	0.0	1.12	0.9	12.2	1.1	-0.9	-6.3
CCOP(=O)(OCC)C(NC(=O)c1ccc(OC)c(OC)c1)c1ccccc1 (centres undefined)	1	6.9	100.0	2.3	1	-5.9	3.2	1	5.9	-2.8
O=C(O)C1CC=CCC1C(=O)NCCc1cccc(Cl)c1 (centres undefined)	1.1	-2.2	87.0	7.2	1.15	7.2	-6.8	1	-7.2	-1.1
CCOc1ccc(NC(=O)C(=S)NC2CCCCC2)cc1	0.9	1.5	126.3	4.2	1.57	-56.9	13.1	1	56.9	0.4
Cn1c(=O)c(=O)n(C)c2cc(S(=O)(=O)N3CCC(Cc4ccccc4)CC3)ccc21	1	6.2	101.6	-11.2	1.16	1.4	0.2	1.1	-1.4	-9.6
Fc1cccc(-c2nn[nH]n2)c1	1	0.9	101.4	-15.6	1.01	-17.0	4.5	1	17.0	-3.5
COc1ccccc1Nc1nc(N)nc(CN2CCN(Cc3ccccc3)CC2)n1	1	12.9	98.1	10.2	1.05	13.1	-3.9	1.1	-13.1	-5.8
CCOc1ccc(NC(=O)CSc2nnc(Cc3cccn3C)n2-c2ccc(OC)cc2)cc1	0.7	2.7	93.4	-13.8	0.98	17.8	28.4	1	-17.8	-4.4
O=C(CCN1C(=O)C2C3C=CC(C3)C2C1=O)N1CCN(c2ccccc2Cl)CC1 (centres undefined)	1	1.9	103.6	0.6	0.88	-8.8	-3.4	1	8.8	-3.2
COc1cccc(CNC(=O)CCC2CCCN(C(=O)C3CCOCC3)C2)c1 (centres undefined)	0.8	2.4	101.2	6.1	1.07	-7.0	17.2	1.1	7.0	-6.6
Cc1ccc(OCc2ccc(C(=O)Nc3nc4ccccc4n3C)o2)c([N+](=O)[O-])c1	1	-17.7	87.5	19.6	0.98	-17.6	3.9	1	17.6	-1.6
CCN(CC)S(=O)(=O)c1ccc2nc(NC(=O)c3cccs3)sc2c1	0.8	-18.1	118.4	-14.1	0.73	-14.9	21.6	0.9	14.9	10.9
CCN(CC)S(=O)(=O)c1ccc2c(c1)c(=O)c(C(=O)N1CCc3ccccc3C1)cn2C	0.8	-1.0	105.7	-14.5	0.93	-12.4	16.3	1.1	12.4	-6.9
CCC(=O)N1CCc2cc(Br)cc(S(=O)(=O)NCC3CCCO3)c21 (centres undefined)	0.9	-9.4	97.4	5.4	1.14	-13.6	9.4	1.1	13.6	-7.5
Cc1cc(C)c(-c2cc(NC(=O)CSc3nncn3C)n(-c3ccccc3)n2)cc1C	0.9	3.9	97.8	-10.0	1.07	-12.6	5.5	1.1	12.6	-10.0
Cc1cccc2cc(C(c3nnnn3CC3CCCO3)N3CCc4ccccc4C3)c(=O)[nH]c12 (centres undefined)	0.4	21.7	104.1	4.5	1.01	-7.9	55.1*	1	7.9	-3.8
COCC(=O)NC1CCN(S(=O)(=O)c2cccc(C(C)=O)c2)CC1	1	2.2	101.9	2.3	1.04	-8.2	2.7	1	8.2	-3.9
CC(C)c1ccc(OCC(=O)Nc2ccc(OC(F)(F)F)cc2)cc1	0.8	21.5	100.0	-0.7	1.16	-4.2	18.6	1	4.2	-0.7
COC(=O)CCC(=O)Nc1ccccc1C(=O)Nc1ccccc1	1.1	5.3	99.4	-14.5	0.83	4.5	-9.3	1	-4.5	0.1
S=c1[nH]nc(C2CCCCC2)n1/N=C/c1ccccn1	0.9	2.3	99.0	-12.5	1.41	-6.3	12.7	1	6.3	3.1
Cc1ccc(CN2CCN(Cc3ccccc3C(F)(F)F)CC2)cc1	0.8	6.2	95.9	-28.5	1.04	2.4	17.9	1	-2.4	-4.9
CCOC(=O)N1CC=C2C(C#N)=C(N)C(C#N)(C#N)[C@H](c3cccs3)C2C1 (some centres undefined)	0.9	5.0	89.3	3.9	1.05	19.7	11.9	1.1	-19.7	-7.3
CC(=O)c1ccc(NC(=S)N(Cc2ccccc2)C(C)C2CC2)cc1 (centres undefined)	0.8	2.5	81.7	-14.4	1.35	-11.7	23.7	1	11.7	-3.3
CSc1ncccc1C(=O)OCC(=O)c1ccc(Br)s1	0.9	-5.3	106.8	-5.1	1.01	-8.2	10.8	0.8	8.2	21.7
COc1ccc(N(Cc2cc(=O)[nH]c3ccccc23)C(=O)c2ccco2)cc1	1	8.8	87.1	3.5	1.18	-11.7	-4.7	1	11.7	-3.4
CC(=O)OCCCNc1cc(Sc2nc3ccccc3s2)c2nonc2c1[N+](=O)[O-]	0.4	-67.5	131.6*	15.4	1.09	-1.5	62.5*	1	1.5	-3.7
Cc1ccc(NC(=O)N/C=C/c2ccco2)c(C)c1	0.9	-23.7	100.8	-3.6	5.18*	5.6	5.5	1	-5.6	-0.3
O=C(Cc1c[nH]c2ccccc12)Nc1ccc(N2CCOCC2)cc1	0.9	4.4	91.0	-6.4	1.14	3.0	14.7	1	-3.0	3.1
O=C(COc1ccc(CO)cc1Cl)Nc1ccc(F)cc1	1	11.8	135.9*	-14.5	7.7*	.	3.4	0.3	.	72.1*
COc1cccc(S(=O)(=O)NCc2ccc(C(=O)Nc3cccc(Cl)c3)cc2)c1	0.8	-0.3	86.4	6.0	0.45	-2.2	17.9	1.1	2.2	-6.9
COc1ccc(N2CCCn3c2nc2c3c(=O)n(Cc3ccccc3)c(=O)n2C)c(OC)c1	0.7	11.1	90.6	-8.0	1.06	6.0	31.5	1.1	-6.0	-5.3

2 compounds drawn at random from those above:
SMILES	Diaphorase act	G6PDH CS	STAT1 act	TLR4 MyD88 comp	NF-kB expr up	APP transl inh	Diaphorase inh	FLuc act counter	APP 5'UTR act	FLuc inh counter
COc1ccc(N2CCCn3c2nc2c3c(=O)n(Cc3ccccc3)c(=O)n2C)c(OC)c1	0.7	11.1	90.6	-8.0	1.06	6.0	31.5	1.1	-6.0	-5.3
O=C(COc1ccc(CO)cc1Cl)Nc1ccc(F)cc1	1	11.8	135.9*	-14.5	7.7*	.	3.4	0.3	.	72.1*

Some of these compounds in order of their number in APP transl inh, rising.
| SMILES | APP transl inh |
| --- | --- |
| CSc1ncccc1C(=O)OCC(=O)c1ccc(Br)s1 | -8.2 |
| COc1ccc(N2CCCn3c2nc2c3c(=O)n(Cc3ccccc3)c(=O)n2C)c(OC)c1 | 6.0 |
| CCOC(=O)N1CC=C2C(C#N)=C(N)C(C#N)(C#N)[C@H](c3cccs3)C2C1 (some centres undefined) | 19.7 |

The results go on:
SMILES	Diaphorase act	G6PDH CS	STAT1 act	TLR4 MyD88 comp	NF-kB expr up	APP transl inh	Diaphorase inh	FLuc act counter	APP 5'UTR act	FLuc inh counter
O=C(O)Cc1sc(Nc2ccc(Cl)cc2)nc1-c1cccs1	1	2.6	108.0	0.7	2.27	-22.5	-3.3	1	22.5	2.9
COc1ccccc1-c1nnc(SCC(=O)O)n1C	1	9.6	100.2	-6.1	1.2	-10.0	2.2	1	10.0	-3.5
CCCC(c1nnnn1Cc1ccccc1)N1CCC(C(N)=O)CC1 (centres undefined)	1	12.1	105.3	-3.7	1.17	-3.0	-1.4	1	3.0	-2.8
COc1ccccc1N1CCN(S(=O)(=O)CC23CCC(CC2=O)C3(C)C)CC1 (centres undefined)	1	13.3	96.4	-9.2	1.08	-17.6	2.3	1	17.6	-0.6
CCOC(=O)c1sc(/N=C/Nc2nc(C)c(C(=O)OCC)s2)nc1C	1.1	7.4	100.5	7.4	1.75	3.3	-7.6	1.1	-3.3	-8.3

Hits appear at their usual frequency, and some 5.6% of all compounds hit somewhere here.
